Epigenetic derep: regulators of epigenetic silencing causing reporter derepression in mouse cells | murine LDR cells, GFP reporter derepression, 30 h | actives 0.2% (n = 280,000) | Potency, µM (titrated, usually from 53.9 µM), without a hit: top-dose GFP activation, most hits filed as activators | AID 1865; active = well fitted activation curve with a large enough effect; inconclusive = small, poorly fitted or top-dose-only effect; note: % of control where 0% means no effect; nearly all actives have a fitted effect of over 60% in size
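GFP-positive cell count by laser-scanning cytometry (objects 20–120 um) after 30 h, 37 C compound exposure of murine LDR cells; reporter is CMV-GFP integrated at a silenced locus, inducible by HDAC or DNMT inhibitors.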
LMNA splice mod: LMNA splicing modulation; HeLa LMNA splicing GFP/RFP minigene ratio, 48 h; Potency, µM (highest dose often 46.1 µM), without a hit: at the highest dose ratio change, negative = inhibition, hits mostly inhibitors; actives 0.01% (n = 200,000); AID 1487; active = well fitted inhibition curve with a large enough effect in the signal ratio, with a control signal flat, not every such curve was filed as active; inconclusive = small, poorly fitted or top-dose-only effect, or effect the other way, or a change in a side signal; the % refers to the signal ratio; note: % is set by controls: 0 for no effect and ±100 for the full control effect
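S3 HeLa stable clones carrying a lamin A-EGFP splicing minigene plus DsRed2 were seeded at 600 cells/well in Opti-MEM with 2% FBS, pin-dosed and incubated 48 h at 37°C. Acumen cytometry (488 nm) gave the GFP/RFP total-intensity ratio.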
Numbers without * were called inactive; ? = inconclusive; [ ] = dose if it differs, or a comment. Potency is the fitted concentration of half-maximal effect. Some of the compounds tested. The share of hits here may be higher or lower than overall.

SMILES	Epigenetic derep	LMNA splice mod
Cc1nn2c(=O)cc(COC(=O)c3ccc(C(C)(C)C)cc3)nc2s1	0.0%	14.6%[46 µM]
Cc1noc(-c2ccc(-c3noc(-c4ccc(Cl)cc4)n3)cc2)n1	1.4%	-6.5%[46 µM]
O=C(NCc1ccccc1F)C1CCN(Cc2cc3ccccc3n2Cc2cccc(Cl)c2)CC1	-1.3%	-8.5%[46 µM]
CCOC(=O)C1CCC(CN(Cc2ccc(Cl)cc2)S(=O)(=O)c2ccc(F)c(C(=O)Nc3cccc(F)c3)c2)CC1 (stereo not given)	3.7%	-9.6%[46 µM]
COc1ccccc1N1CCN(C(=O)Cn2c(=O)nc(-c3ccccc3)c3ccccc32)CC1	-3.8%	-1.9%[46 µM]
Cc1ccc(SCC(=O)Nc2cccc(-c3nc4cc(Cl)ccc4o3)c2C)cc1	?	12.2%[46 µM]
COc1ccc(C)c2sc(N(Cc3cccnc3)C(=O)CCc3ccccc3)nc12	15.4%	-9.4%[46 µM]
O=C(Nc1ccc(C(=O)OCc2cc(=O)n3nc(C4CC4)sc3n2)cc1)c1ccc(F)cc1	-0.8%	4.3%[46 µM]
CC1CCC(NC(=O)c2ccc3c(c2)N(Cc2cccc(F)c2)C(=O)c2ccccc2S3)CC1 (stereo not given)	-1.1%	?
CCc1ccc(NC(=O)CN(Cc2ccccc2)S(=O)(=O)c2ccc3nc(C)sc3c2)cc1	1.5%	-1.9%[46 µM]
Cc1ccc(CS(=O)(=O)Cc2ccc(C(=O)NCCc3ccc(Cl)cc3)o2)cc1	1.2%	?
CCc1ccc(CNC(=O)C2CCN(C(=O)N3CC(CC)Oc4ccc(C)cc43)CC2)cc1 (stereo not given)	0.0%	2.2%[46 µM]
CC(=O)c1cccc(NC(=O)CN2C(=O)CN(C)C(=O)c3ccccc32)c1	-1.3%	?
Cc1cc(NC(=O)C2CCCN(S(=O)(=O)c3cn(C)cn3)C2)ccc1Br (stereo not given)	-3.3%	?
CCc1cccc(NS(=O)(=O)c2c(C)[nH]c(=O)[nH]c2=O)c1	0.8%	10.2%[46 µM]
O=c1c2cc3c(nc2ncn1Cc1ccc(Cl)cc1)CCCC3	0.8%	2.8%[46 µM]
COC(=O)c1cc(C)nc2c1c(=O)nc(SCc1ccccc1F)n2C1CC1	1.3%	13.9%[46 µM]
COc1ccc(C)cc1NS(=O)(=O)c1cc2c3c(c1)CC(=O)N3CCC2	-2.6%	4.1%[46 µM]
CCc1ccccc1NC(=O)Nc1cc(C(=O)NCc2ccccc2OC)ccc1N1CCCC1	6.8%	?
COc1cccc(N2CC(NC(=O)C3CCCCC3)CC2=O)c1 (stereo not given)	4.1%	12.1%[46 µM]
Cc1ccc(-n2ncc3c(NC4CCCCCC4)ncnc32)cc1	1.8%	4.5%[46 µM]
Cc1cccc(CN2CCc3nc(N4CCN(c5ccccn5)CC4)ncc3C2)c1	3.8%	-3.0%[46 µM]
COc1ccc(Cl)cc1NC(=O)Cc1ccc(NC(=O)N2CCCCc3ccccc32)cc1	1.5%	3.6%[46 µM]
CCN(CC)c1ccc(NC(=O)C2COc3ccc(OC)cc3C2)c(C)c1 (stereo not given)	-1.7%	?
Cc1cccc(-n2ncc(C(=O)N3CCN(C(=O)c4ccco4)CC3)c2C2CCN(C(=O)OC(C)(C)C)CC2)c1	0.8%	-13.6%[46 µM]
CCOC(=O)Cn1c(=O)n(C2CCCCC2)c2nc(-c3ccc(CC)cc3)nc(C(N)=O)c21	0.0%	?
Cc1ccc(CNC(=O)C(=O)NCC(c2ccco2)S(=O)(=O)c2ccc(C)cc2)cc1 (stereo not given)	5.2%	-1.1%[46 µM]
CCC(C)NC(=O)Cn1c(=O)n(CC2CCC(C(=O)NC)CC2)c(=O)c2sccc21 (stereo not given)	0.0%	6.7%[46 µM]
Cc1ccccc1CNC(=O)Cc1ccc(NC(=O)N2CCCCc3ccccc32)cc1	1.1%	-3.1%[46 µM]
COc1ccccc1NC(=O)Cn1ccn(-c2cc(C)cc(C)c2)c(=O)c1=O	1.4%	16.2%[46 µM]
CCOC(=O)c1cc(S(=O)(=O)N(C)c2ccccc2)[nH]n1	0.0%	-2.2%[46 µM]
CCOc1ccc(CCNC(=O)c2cc(=O)[nH]c3ccc(S(=O)(=O)N4CCCCC4C)cc23)cc1OCC (stereo not given)	3.7%	11.2%[46 µM]
Cc1ccc(Cl)cc1NC(=O)c1cnc(N2CCCCC2)c2ccccc12	2.8%	?
COc1cc(OC)c(N(C)C(=O)C2CCCN(c3ncnc4c3nc3n4CCCCC3)C2)cc1Cl (stereo not given)	-1.2%	-5.5%[46 µM]
Cc1ccccc1CNC(=O)c1ccc(CSc2nc3cccnc3n2Cc2ccccc2)cc1	-1.2%	-10.0%[46 µM]
CSc1ccc(CCNC(=O)CCn2c(=O)c3cccn3c3ccc(F)cc32)cc1	0.0%	?
Cc1nc(-c2ccc(F)cc2)sc1CCNC(=O)c1ccccc1	-1.1%	?
CCOC(=O)c1cccc(NC(=O)C2Cc3ccccc3N2C(=O)c2ccccc2)c1 (stereo not given)	?	19.8%[46 µM]
COc1cc(NC(=O)CSc2nc3ccccc3nc2Cc2ccccc2OC)cc(OC)c1	-1.9%	-0.9%[46 µM]
Cc1cccc(CNS(=O)(=O)c2ccc(-c3cnc(C4CC4)o3)cc2)c1	-3.6%	?

The closing 4 compounds of the section before are carried over, then new ones follow:
SMILES	Epigenetic derep	LMNA splice mod
Cc1nc(-c2ccc(F)cc2)sc1CCNC(=O)c1ccccc1	-1.1%	?
CCOC(=O)c1cccc(NC(=O)C2Cc3ccccc3N2C(=O)c2ccccc2)c1 (stereo not given)	?	19.8%[46 µM]
COc1cc(NC(=O)CSc2nc3ccccc3nc2Cc2ccccc2OC)cc(OC)c1	-1.9%	-0.9%[46 µM]
Cc1cccc(CNS(=O)(=O)c2ccc(-c3cnc(C4CC4)o3)cc2)c1	-3.6%	?
COc1ccccc1CNC(=O)C1CCN(Cc2cc3ccccc3n2Cc2cccc(C)c2)CC1	-0.5%	?
CCc1ccccc1-n1c(C)nc2cc(C(=O)NCCc3ccc(Cl)cc3)ccc21	1.8%	-4.8%[46 µM]
COc1ccc(OC)c(CCNC(=O)c2nc(-c3ccc(Cl)cc3)n3c2CCCCC3)c1	-1.2%	?
Cc1ccccc1-n1c(SCC(=O)Nc2ccc(Cl)cc2F)nnc1-c1cc2occc2n1C	-1.2%	-11.6%[46 µM]
COc1ccc(CC(=O)NC2CC(=O)N(c3ccc(C)c(C)c3)C2)cc1OC (stereo not given)	2.4%	5.8%[46 µM]
Cc1ccc(N2CC(NC(=O)/C=C\c3ccc4c(c3)OCO4)CC2=O)cc1C (stereo not given)	1.6%	?
Cc1cccc(NC(=O)c2cc(-c3ccc4c(c3)OCCO4)on2)c1	0.0%	0.5%[46 µM]
Cc1nn2c(=O)cc(COC(=O)COc3ccccc3C)nc2s1	1.5%	10.5%[46 µM]
CC(=O)N1CCCc2cc(S(=O)(=O)N(CCN(C)C)Cc3ccccc3)ccc21	3.8%	-7.1%[46 µM]
Cc1cc(C)c(S(=O)(=O)NCC(c2ccco2)S(=O)(=O)c2cccs2)c(C)c1 (stereo not given)	2.8%	6.5%[46 µM]
COc1ccc(S(=O)(=O)N2CCCCC2)cc1C(=O)Nc1cccc(C(F)(F)F)c1	-1.6%	?
CCCC(=O)N1c2ncnn2C2(CCCCC2)[C@@H]2CCCC[C@@H]21	-1.6%	9.0%[46 µM]
CCCCOC(=O)c1ccc(NC(=O)c2cc3c(=O)n4cccc(C)c4nc3n2C)cc1	0.0%	-15.0%[46 µM]
Cc1cc(C)c(S(=O)(=O)NCC(c2ccco2)S(=O)(=O)c2ccccc2)c(C)c1 (stereo not given)	15.3%	?
O=C(c1ccc(Br)s1)N(Cc1cccnc1)c1nc2ccc(F)cc2s1	17.6%	?
Cc1cccn2c(=O)cc(COc3cccc(NC(=O)Nc4cccc(Cl)c4)c3)nc12	-2.1%	-8.6%[46 µM]
CC1=C(c2ccc(C)c(C)c2)S(=O)(=O)N=C1N1CCC(C(=O)N2CCC(C(N)=O)CC2)CC1	0.8%	1.6%[46 µM]
COc1ccc(-c2cn3nc(N4CCC(C(=O)Nc5ccccc5OC)CC4)sc3n2)cc1	3.3%	-16.0%[46 µM]
COc1ccc(CCC(=O)NCc2ccc3c(c2)CCN3C(=O)c2ccc(C)cc2)cc1	2.4%	-6.9%[46 µM]
CCOc1ccccc1NC(=O)c1nn(-c2ccc(C)cc2)c(=O)n(C)c1=O	11.9%	4.3%[46 µM]

Individual results from the list.
Under LMNA splice mod, CCOc1ccccc1NC(=O)c1nn(-c2ccc(C)cc2)c(=O)n(C)c1=O has the entry 4.3%[46 µM]
Under Epigenetic derep, COc1ccc(-c2cn3nc(N4CCC(C(=O)Nc5ccccc5OC)CC4)sc3n2)cc1 has the entry 3.3%
Under Epigenetic derep, Cc1cccn2c(=O)cc(COc3cccc(NC(=O)Nc4cccc(Cl)c4)c3)nc12 has the entry -2.1%
Under LMNA splice mod, COc1ccc(CCC(=O)NCc2ccc3c(c2)CCN3C(=O)c2ccc(C)cc2)cc1 has the entry -6.9%[46 µM]
Under Epigenetic derep, CCCCOC(=O)c1ccc(NC(=O)c2cc3c(=O)n4cccc(C)c4nc3n2C)cc1 has the entry 0.0%
Under LMNA splice mod, CCCC(=O)N1c2ncnn2C2(CCCCC2)[C@@H]2CCCC[C@@H]21 has the entry 9.0%[46 µM]
Under Epigenetic derep, COc1ccc(S(=O)(=O)N2CCCCC2)cc1C(=O)Nc1cccc(C(F)(F)F)c1 has the entry -1.6%

Further structures:
SMILES	Epigenetic derep	LMNA splice mod
CCOc1ccc(-c2cccc(NS(=O)(=O)c3ccc(F)cc3F)c2)nn1	0.0%	-12.6%[46 µM]
CCCCNC(=O)CSc1nc2cc3c(cc2c(=O)n1CCCCCC(=O)NCc1ccc2c(c1)OCO2)OCO3	-1.3%	5.8%[46 µM]
CCS(=O)(=O)N1CCC(C(=O)NCCC(C)C)CC1	1.9%	7.7%[46 µM]
Cc1ccc(NC(=O)CSc2nc(C)cc(C)c2C(=O)Nc2cccc(C)c2)cc1	-0.5%	-4.7%[46 µM]
Cc1ccc(-c2cn3c(n2)sc2cc(C(=O)NC4CCCc5ccccc54)ccc23)cc1 (stereo not given)	0.0%	-0.1%[46 µM]
Cc1ccccc1C(=O)NCc1ccc2c(c1)CCN2C(=O)c1ccccc1	-1.3%	8.4%[46 µM]
CCOC(=O)C1CCCN(C(=O)c2ccc3c(c2)N(Cc2cccc(Cl)c2)C(=O)c2ccccc2S3(=O)=O)C1 (stereo not given)	-1.1%	0.9%[46 µM]
COc1ccc2c(c1)CC(C(=O)Nc1cc(OC)c(OC)c(OC)c1)CO2 (stereo not given)	0.8%	8.2%[46 µM]
CCc1ccc(CNC(=O)C2COc3ccccc3C2)cc1 (stereo not given)	-0.6%	9.1%[46 µM]
O=C(CSc1nccn1-c1cccc(Cl)c1)Nc1cccc(C(F)(F)F)c1	6.9%	-7.6%[46 µM]
Cc1ccc(S(=O)(=O)NCCc2csc3nc(-c4ccccc4C)nn23)cc1	0.0%	17.0%[46 µM]
CCc1ccc(-c2nn(CC(=O)NCc3ccccc3)c3c2cnc2ccc(C)cc23)cc1	0.0%	?
CC(C)(C)OC(=O)N1CCC(c2c(C(=O)NCCN3CCOCC3)cnn2-c2ccc(F)cc2)CC1	-1.3%	11.3%[46 µM]
Cc1nn(C(=O)c2ccc(Br)cc2)c(C)c1S(=O)(=O)N1CCOCC1	-0.9%	14.3%[46 µM]
CCN(CC)S(=O)(=O)c1ccc2c(c1)nc(CN(C)C(=O)Nc1ccc(C)c(F)c1)n2C	2.4%	-21.0%[46 µM]
CCOc1ccc(CCNC(=O)Cn2c(=O)c3cccn3c3ccc(F)cc32)cc1OCC	2.8%	?
CC1CCN(c2ncnc3c2nnn3C)CC1	1.6%	11.7%[46 µM]
N#Cc1ccc(C(=O)N2CCN(c3nc4ccc(F)cc4s3)CC2)cc1	9.5%	0.0%[46 µM]
CC(=O)N1c2ccccc2CC1C(=O)N1CCN(c2ccc(F)cc2)CC1 (stereo not given)	?	-4.4%[46 µM]
COc1ccc(C(=O)CN2CCN(S(=O)(=O)c3ccc(C(C)C)cc3)CC2)cc1	-1.3%	-12.1%[46 µM]
COCCCNc1nc(NCc2ccc(C)cc2)c2cnn(C)c2n1	-3.5%	21.0%[46 µM]
CCOC(=O)c1ccc(NC(=O)CN2c3ccccc3S(=O)(=O)c3ccccc32)cc1	5.9%	6.7%[46 µM]
Cc1cc(C)cc(NC(=O)C(=O)NCC(c2cccnc2)N2CCN(c3ccccc3)CC2)c1 (stereo not given)	1.4%	14.1%[46 µM]
CC(CC(=O)NCc1ccc(Cl)cc1)CC1=NS(=O)(=O)c2ccccc2N1 (stereo not given)	-0.2%	0.5%[46 µM]
Cc1cc(C)c(NC(=O)C2CCN(c3nc4ccccc4[nH]3)CC2)c(C)c1	-1.3%	-1.6%[46 µM]
Cc1cc2c(cc1NS(=O)(=O)c1ccc(NC(=O)CC(C)C)cc1)n(C)c(=O)c(=O)n2C	0.0%	-3.5%[46 µM]
Cc1c(Cl)cccc1NC(=O)c1ncoc1-c1ccco1	-3.3%	-10.6%[46 µM]
CCc1nn2c(=O)cc(COC(=O)c3ccccc3NC(=O)COc3ccc(C)c(C)c3)nc2s1	0.7%	8.0%[46 µM]
Cc1cc(C)c2c(=O)cc(CSc3nnc(-c4ccccc4)n3C)[nH]c2c1	-2.8%	-7.7%[46 µM]
COc1ccc(CNC(=O)CSc2nc3ccccc3nc2Cc2ccccc2)cc1	0.6%	12.0%[46 µM]
